# Screening results as filed in PubChem.
# RTF Ca sens act: cardiac RTF calcium sensitivity activators, primary screen, biochemical, IANBD-TnC fluorescence, EC20 calcium | activation, % at 7.2 µM | IANBD-labeled TnC RTF fluorescence at EC20 calcium; 0% EC20 calcium, 100% full calcium | actives 0.24% (n = 340,000) | AID 493008, 2010;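 active = activation above the mean over all tested compounds plus 3 SD, cut at about 30% in these data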;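 also: rise in fluorescence read as greater calcium sensitivity of cardiac thin filaments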
# Cardiac RTF inh: cardiac RTF calcium sensitivity inhibitors, primary screen, biochemical, IANBD-TnC fluorescence, EC70 calcium. Troponin I, cardiac muscle (Homo sapiens) + Troponin T, cardiac muscle (Homo sapiens) + …. actives 0.12% (n = 340,000). inhibition, % at 7.15 µM. IANBD-labeled cardiac RTF, Ca2+ fluorescence;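 active = inhibition above the mean inhibition of all tested compounds plus 3 SD, cut at about 17% in these data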;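 also: assay run at fixed EC70 calcium of 1.6 mM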
# Keap1 Nrf2 FP: Keap1-Nrf2 protein-protein interaction inhibitors, primary screen, biochemical, fluorescence polarization, single point | inhibition, % at 9.4 µM | actives 0.15% (n = 340,000) | Kelch-like ECH-associated protein 1 (Homo sapiens), Q14145 | Keap1 Kelch-Nrf2 peptide fluorescence polarization, 1536-well; in the data active = inhibition above about 12%;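 also: human Keap1 Kelch domain with fluorescein labeled Nrf2 9mer peptide probe; 0% = neutral control wells and 100% = peptide positive control; higher means more block of Keap1 binding to Nrf2 peptide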
# Rtt109 Vps75: inhibitors of C. albicans Rtt109/Vps75 HAT, primary screen, biochemical, ThioGlo CoA-SH fluorescence, plate reader | Histone acetyltransferase RTT109 (Candida albicans (strain SC5314 / ATCC MYA-2876)), … | purified Rtt109/Vps75, 4 h | inhibition, % at 34.9 µM | actives 0.16% (n = 330,000) | AID 540336, 2011;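 active = inhibition of at least 50% in every replicate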
# Target sequence (Q5AAJ8 whole entry, looked up): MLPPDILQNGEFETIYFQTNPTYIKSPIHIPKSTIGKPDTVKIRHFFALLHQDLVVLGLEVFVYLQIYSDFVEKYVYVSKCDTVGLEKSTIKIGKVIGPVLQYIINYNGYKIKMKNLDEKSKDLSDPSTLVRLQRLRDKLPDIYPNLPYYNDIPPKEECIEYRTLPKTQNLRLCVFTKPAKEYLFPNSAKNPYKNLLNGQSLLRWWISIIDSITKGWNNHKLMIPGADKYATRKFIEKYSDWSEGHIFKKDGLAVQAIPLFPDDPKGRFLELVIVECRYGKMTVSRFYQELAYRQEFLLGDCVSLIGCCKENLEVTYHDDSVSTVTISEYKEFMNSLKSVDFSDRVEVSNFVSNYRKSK
# SR-BI uptake up: activators of SR-BI mediated DiI-HDL uptake, primary screen, ldlA[mSR-BI] CHO cells, DiI fluorescence; AID 504775, 2011; actives 0.096% (n = 320,000); 3 h; 100 = double the neutral-control signal; activation, % at 12.5 µM;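 active = mean replicate activation of at least 60% and every replicate at or above 60%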;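 also: 0% = median plate neutral-control signal and 100% = twice that signal; values of inactives mirror those of a sister screen read the other way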
#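 Assay system: CHO ldlA[mSR-BI] cells, LDL receptor-null, SR-BI overexpressing; medium: Ham's F12 with 0.5% BSA, HEPES 25 mM, pH 7.4; also added: DiI-HDL 10 µg/mL; timing: 3 h uptake period with compound, 37 °C; signal: DiI fluorescence, bottom read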
# CAL PDZ FP-1: untagged CAL PDZ binding inhibitors, primary screen, biochemical, fluorescence polarization, HTS; purified CAL PDZ, TMR-peptide fluorescence polarization, 1 h; actives 0.92% (n = 300,000); inhibition, % at 24.9 µM; AID 602252, 2012; Golgi-associated PDZ and coiled-coil motif-containing protein (Homo sapiens), Q9HD26;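 active = mean inhibition of at least 30% with at least half of replicates also reaching 30%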;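 also: 0% = DMSO neutral control and 100% = excess unlabeled competitor peptide PRC23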
# PKA-R2B act: activators of PKA-R2B holoenzyme, primary screen, biochemical, fluorescence polarization, Cy5-IP20, human; activation, % at 11.4 µM; cAMP-dependent protein kinase catalytic subunit beta (Homo sapiens) + cAMP-dependent …; actives 0.079% (n = 340,000); PKA-R2B holoenzyme dissociation; R2B truncated from residue 108, S112A mutant; 0% DMSO only, 100% 113 µM cGMP;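 active = activation above a cutoff set at the mean over all compounds plus 3 SD, cut at about 18% in these data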;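 also: higher means more holoenzyme dissociation and a rise in polarization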
# C-LANA FP: inhibitors of KSHV C-LANA binding to DNA, primary screen, biochemical, fluorescence polarization, FAM-LBS DNA, MBP-C-LANA, single point; Kaposi's sarcoma herpesvirus LANA C-terminal domain (residues 932-1162) DNA binding; inhibition, % at 9 µM; actives 0.078% (n = 340,000); AID 504423, 2011;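 active = highest replicate inhibition at or above 60% at 9 µM, even if other replicates fall short; inactive = all replicates below 60% inhibition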;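 also: 0% = neutral control wells and 100% = 4 µM acridine orange control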
# CAL PDZ FP-2: CAL PDZ peptide-binding inhibitors, primary screen, biochemical, fluorescence polarization, Cer-tagged CAL PDZ, HTS. Golgi-associated PDZ and coiled-coil motif-containing protein (Homo sapiens), Q9HD26. inhibition, % at 20 µM. purified CAL PDZ, TMR-peptide fluorescence polarization, 1 h. actives 0.02% (n = 330,000). AID 504414, 2011;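 active = highest replicate inhibition of at least 40%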;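 also: plate controls were DMSO neutral control wells for no effect and unlabeled competitor peptide control wells for full effect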
#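 Material: tagged CAL PDZ protein CerCALP, purified; buffer or medium: sodium phosphate/NaCl buffer pH 7.4 with TCEP, IgG, Thesit; also added: fluorescent TMR peptide probe; schedule: 1 h incubation at room temperature before polarization reading; technique: fluorescence polarization from S- and P-plane intensities, G-factor corrected; control set: unlabelled peptide and DMSO controls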
# DAGLB inhibitor: DAGLB lipase inhibitors, primary screen, biochemical, fluorescence, HTS; Diacylglycerol lipase-beta (Homo sapiens), Q8NCG7; HEK293T DAGLB membrane lysate, EnzChek fluorogenic substrate; inhibition, % at 5.17 µM; actives 0.059% (n = 340,000); in the data active = inhibition above about 34%;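 also: 0% = enzyme with vehicle and 100% = wells lacking enzyme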
# Target sequence (Q8NCG7 whole entry, looked up): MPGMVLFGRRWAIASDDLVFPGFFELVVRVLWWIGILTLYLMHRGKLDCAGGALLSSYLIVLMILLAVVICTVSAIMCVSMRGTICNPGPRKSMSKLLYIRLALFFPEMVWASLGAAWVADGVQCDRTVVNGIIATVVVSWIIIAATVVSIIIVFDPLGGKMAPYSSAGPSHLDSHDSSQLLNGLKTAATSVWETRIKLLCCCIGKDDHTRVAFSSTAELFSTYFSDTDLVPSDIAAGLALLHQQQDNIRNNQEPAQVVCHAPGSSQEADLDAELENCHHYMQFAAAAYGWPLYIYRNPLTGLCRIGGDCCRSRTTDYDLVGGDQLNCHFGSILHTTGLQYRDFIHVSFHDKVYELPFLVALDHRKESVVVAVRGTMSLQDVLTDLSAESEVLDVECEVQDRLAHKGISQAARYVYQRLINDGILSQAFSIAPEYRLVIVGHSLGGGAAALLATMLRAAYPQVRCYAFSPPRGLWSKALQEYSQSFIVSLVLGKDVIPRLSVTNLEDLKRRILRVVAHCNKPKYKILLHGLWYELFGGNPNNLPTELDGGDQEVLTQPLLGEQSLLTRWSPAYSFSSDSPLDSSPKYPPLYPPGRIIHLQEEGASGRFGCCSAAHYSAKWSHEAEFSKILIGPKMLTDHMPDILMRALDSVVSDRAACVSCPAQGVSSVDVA
# Active calls of the source: *; . = no result given. Outcome played no part in choosing rows. About 1.6% of those tested had a hit in this group.
Compound	RTF Ca sens act	Cardiac RTF inh	Keap1 Nrf2 FP	Rtt109 Vps75	SR-BI uptake up	CAL PDZ FP-1	PKA-R2B act	C-LANA FP	CAL PDZ FP-2	DAGLB inhibitor
O=C(O)CSc1nnc(-c2ccc(Cl)cc2Cl)n1Cc1ccccc1	-1	-1	0	-4	2	3	2	-1.2	0.2	1
O=C(c1ccc(Oc2ccc(Cl)cc2)c([N+](=O)[O-])c1)N1CCCC1	-4	1	1	4	-15	-8	-2	0.1	0.1	-4
CCOC(=O)CC(=O)CSc1nc(-c2cccnc2)ccc1C#N	9	-17	2	.	-12	-1	12	2.7	-6.5	-6
O=C(c1ccc(Cn2c(=S)[nH]c3ccc(N4CCOCC4)cc3c2=O)cc1)N1CCN(c2ccc(F)cc2)CC1	-5	-10	-9	-26	-62	0	-5	-0.7	-0.3	5
c1ccc2c(c1)CCN(c1nc3cc4c(cc3s1)OCO4)C2	1	2	-1	0	5	-2	-1	1.7	-2.1	-5
O=C(Cc1c[nH]c2ccccc12)Nc1ccccc1N1CCOCC1	2	-6	-4	-6	-12	-1	-17	-0.5	-2.2	-1
CCOC(=O)c1sc(SC)c2c1CCCC2=O	5	4	2	-1	-4	-2	-6	-0.1	-1.3	-6
O=C(Nc1ccc(F)c([N+](=O)[O-])c1)c1cccs1	3	0	-2	-4	-4	11	0	-2.4	-3.5	-3
CCOC(=O)C1CCN(C(=O)COC(=O)c2oc3ccc(OC)cc3c2C)CC1	1	0	2	2	-21	.	-7	-0.4	0.1	-2
COc1ccc(C(CC(=O)O)NS(=O)(=O)c2ccc3c(c2)NC(=O)CO3)cc1 (stereo unspecified)	6	-10	-3	7	.	26	-4	2.3	-1.2	1
CCOCCCNC(=O)CN1C(=O)/C(=C\c2ccc(C)cc2)Sc2ccccc21	-11	10	0	-8	-52	0	-4	0.4	-3.2	-1
COc1cccc(NC(=O)CSc2nn3c(=O)c(C)nnc3s2)c1	2	-2	-2	-23	17	-2	-3	-1.7	-1.9	-1
CCOC(=O)c1sc(=S)n(-c2cc(OC)ccc2OC)c1N	2	-7	-3	6	1	-2	7	1.6	1.5	0
CCN(C[C@H]1N[C@@](CC)(C(=O)OC)[C@H]2C(=O)N(C)C(=O)[C@@H]12)S(=O)(=O)c1ccc(C(F)(F)F)cc1	-1	-5	0	4	-15	-11	8	1.0	-0.1	-5
CN(C)C(=O)N1CCN(C(=O)N(C)C)CC1	-6	9	1	-5	15	.	-5	-0.2	-0.3	1
COC(=O)COc1ccc(S(=O)(=O)NCc2ccco2)cc1Cl	-5	-2	5	-3	18	-5	1	0.1	-0.1	-11
COc1ccc(NC(=O)CCNC(=O)Cn2ccc3ccccc3c2=O)cc1Cl	1	-9	-2	-5	1	2	0	-1.4	-1.3	1
Cc1[nH]n(-c2ccc(C(=O)O)cc2)c(=O)c1CCO	.	.	-1	-5	8	3	.	-0.2	-0.5	.
O=C(CC(=O)c1ccccc1)Nc1ccccc1	1	1	3	-4	-15	.	-6	0.3	-0.9	1
O=C(NCC1CCCO1)c1csc2c1CCCC2 (stereo unspecified)	7	1	4	-7	-3	-4	5	1.2	-2.8	3
CCn1c(/C=C/c2c(C)[nH]c3ccccc23)nc2ccccc2c1=O	9	-10	4	-2	-36	-3	6	6.1	-0.2	-1
COC(=O)C(C(C)C)N1CCc2c(C)nc3c(C#N)cnn3c21 (stereo unspecified)	2	9	-3	-7	23	-3	-6	-0.7	-2.9	2
Cc1ccc(-n2cc(CN(C)CCc3cn[nH]c3)c(-c3cccc(C)c3)n2)cc1	2	-14	-5	8	4	-2	5	0.0	-4.1	-1
CC(C)[C@H](NC(=O)[C@@H]1Cc2ccccc2CN1)C(=O)NC1CCCCC1	3	1	-4	-3	-2	0	-5	1.7	-1.4	-2
O=C(/C=C/c1cccc(Br)c1)N1CCN(c2cccc(C(F)(F)F)c2)CC1	5	4	-1	10	19	2	-5	0.6	-0.7	-2
O=C(NCCc1ccc(Cl)cc1)C1CCC(CNc2nc(=S)[nH]c3ccccc23)CC1 (stereo unspecified)	-2	1	5	3	-34	8	3	-1.2	-0.9	20
C/C(=N\NC(=S)Nc1c(C)cccc1C)c1cc2ccccc2o1	-3	-6	-1	3	-16	-1	6	-1.1	-1.6	-1
O=C(CSc1ncnc2c1oc1ccccc12)c1cccs1	-1	3	4	-10	-6	-1	-10	2.2	-1.6	0
Cn1c(CCNS(=O)(=O)c2ccccc2)nnc1SCc1cccnc1	-3	-12	6	-6	19	-6	6	0.0	-0.7	-1
CN1C(=O)CC(NNC(=O)c2ccc(Cl)cc2)C1=O (stereo unspecified)	4	-9	2	-3	11	-2	-8	0.7	-0.8	0
Cc1ccc(CNS(=O)(=O)c2c(N)n(C)c(=O)n(C)c2=O)cc1	3	2	1	-2	7	-3	-3	2.0	0.2	3
Cc1nn(Cc2ccc(C(=O)Nc3nccs3)cc2)c(C)c1Cl	-3	-13	1	-3	-3	-2	-4	0.2	-3.0	1
O=C(CN1CCN(C(=O)C2CC2)CC1)Nc1ccc(Cl)cc1F	-2	-5	3	9	-2	-2	-2	-0.4	0.6	2
Cc1cccc(-n2nc3c(c2NC(=O)c2ccc4c(c2)OCO4)CS(=O)(=O)C3)c1C	-2	0	2	-10	-13	-2	4	0.2	-2.8	-2
CCOC(=O)C(C(=O)OCC)N(C#N)c1nc(SC)nc(N(C)C)n1	0	-13	-1	-12	8	.	-5	0.2	-0.4	-1
Cc1ccc2nsnc2c1N(S(C)(=O)=O)S(C)(=O)=O	0	3	-6	19	1	.	-6	4.0	-2.3	1
NC(=O)COc1ccc2oc(-c3ccccc3)cc(=O)c2c1	11	6	-3	-1	22	-1	-6	-19	-1.0	1
Cn1c(=O)c2c(nc(SCC(=O)N3CCc4ccccc4C3)n2C)n(C)c1=O	4	-1	1	8	23	-5	5	-0.1	0.0	-1
Cc1ccc(-c2nc(C)sc2CC(=O)OCC(=O)Nc2cccc([N+](=O)[O-])c2)cc1	-7	2	-3	7	1	-4	-6	1.8	-0.4	-2
Cc1noc(NC(=O)c2cccc(Cl)c2Cl)c1C#N	-3	-4	-2	3	6	.	-16	0.0	-1.1	0
CCCCN(C)CCC(=O)Nc1ccc2c(c1)CCC2	-6	10	3	13	-11	.	-3	-0.4	-0.7	-1
COc1cc(NC(=S)NC(=O)CC(C)C)ccc1NC(=O)c1cc2ccccc2o1	-2	8	3	-1	-25	-1	-7	0.9	-0.1	-1
COc1ccc(Cc2nnc(NC(=O)Nc3ccc(F)cc3)s2)cc1OC	-3	-3	-4	-4	-25	-3	1	-0.6	-1.8	1
Cc1nnc2sc(-c3ccccn3)nn12	-4	1	-4	-25	-5	1	-8	1.2	-3.0	0
COc1ccc(N(CC(=O)NCc2cccnc2)S(=O)(=O)c2c(C)nn(C)c2C)cc1	4	-6	-1	4	37	.	7	-0.4	-0.3	4
Cc1ccc(NC(=O)CNC(=O)Cc2cccc3ccccc23)c(O)c1	6	-6	-9	-7	31	-4	7	0.0	-2.2	0
CCOC(=O)C1(CCOC)CCN(Cc2cnc(-c3cccc(C)c3)nc2)CC1	-4	12	1	-7	-17	0	-9	1.2	0.8	-2
Nn1c(-c2ccccc2)nc2ccccc2c1=O	-1	0	-4	3	-1	17	-4	-2.2	0.5	0
COc1ccc(/C(C)=N/NC(=O)CNC(=O)COc2ccccc2)c(OC)c1	-4	-2	-4	-12	-7	8	-4	-0.8	-1.6	3
Cc1cc(O)c(C(C[N+](=O)[O-])c2ccc(Cl)cc2Cl)c(=O)o1 (stereo unspecified)	6	-4	-3	56*	13	-6	-11	-0.8	-2.0	2
COC(C[C@H]1O[C@H]1[C@H](O)COCc1ccccc1)OC	1	4	-4	-3	6	-4	2	-2.1	-0.9	1

# Eight entries from above, with the structure last.
RTF Ca sens act | Cardiac RTF inh | Keap1 Nrf2 FP | Rtt109 Vps75 | SR-BI uptake up | CAL PDZ FP-1 | PKA-R2B act | C-LANA FP | CAL PDZ FP-2 | DAGLB inhibitor | Compound
-6 | 10 | 3 | 13 | -11 | . | -3 | -0.4 | -0.7 | -1 | CCCCN(C)CCC(=O)Nc1ccc2c(c1)CCC2
-2 | 8 | 3 | -1 | -25 | -1 | -7 | 0.9 | -0.1 | -1 | COc1cc(NC(=S)NC(=O)CC(C)C)ccc1NC(=O)c1cc2ccccc2o1
-3 | -3 | -4 | -4 | -25 | -3 | 1 | -0.6 | -1.8 | 1 | COc1ccc(Cc2nnc(NC(=O)Nc3ccc(F)cc3)s2)cc1OC
-4 | 1 | -4 | -25 | -5 | 1 | -8 | 1.2 | -3.0 | 0 | Cc1nnc2sc(-c3ccccn3)nn12
4 | -6 | -1 | 4 | 37 | . | 7 | -0.4 | -0.3 | 4 | COc1ccc(N(CC(=O)NCc2cccnc2)S(=O)(=O)c2c(C)nn(C)c2C)cc1
6 | -6 | -9 | -7 | 31 | -4 | 7 | 0.0 | -2.2 | 0 | Cc1ccc(NC(=O)CNC(=O)Cc2cccc3ccccc23)c(O)c1
-4 | 12 | 1 | -7 | -17 | 0 | -9 | 1.2 | 0.8 | -2 | CCOC(=O)C1(CCOC)CCN(Cc2cnc(-c3cccc(C)c3)nc2)CC1
-1 | 0 | -4 | 3 | -1 | 17 | -4 | -2.2 | 0.5 | 0 | Nn1c(-c2ccccc2)nc2ccccc2c1=O
